# TLR9-MyD88 inh: blocks human TLR9 binding to MyD88; actives 0.21% (n = 340,000); Q9NR96+Q99836; AID 504734; inhibition, % at 4.98 µM; CHO BLA complementation TLR9-MyD88, CCF4 FRET ratio;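 active means inhibition above the mean over all tested compounds plus 3 SD, cut at about 21% in these data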;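 further: 0% = DMSO only wells and 100% = clavulanate BLA inhibitor control wells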
# Cardio protect: modulators protecting cardiomyocytes from myocardial damage. protection from H2O2 cell death, % at 20 µM. H9c2 cardiomyocytes, H2O2 injury protection, ATPLite, 2 h. AID 588492. actives 0.63% (n = 360,000);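 active means compounds giving at least 50% protection of heart cells from peroxide-induced death in the single-dose screen, raw or plate-pattern-corrected value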;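 further: 0% = DMSO wells with peroxide and 100% = DMSO wells without peroxide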
# ABHD5-PLIN5 inh: inhibitors of human ABHD5-perilipin-5 interaction. Q00G26+Q8WTS1. Split G. princeps luciferase complementation, luminescence, 4 h. inhibition, % at 4 µM. actives 0.78% (n = 360,000);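 active means inhibition above the mean inhibition across every tested compound plus 3 SD, cut at about 22% in these data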;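 further: 0% = DMSO only wells and the 100% control is not disclosed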
# ABCB6 inh MLPCN: inhibitors of human ABC transporter ABCB6 | Q9NP58 | K562-ABCB6 porphyrin accumulation, flow cytometry, 1 h; active compounds read low | fluorescence ratio to DMSO, % at 10 µM | actives 0.19% (n = 360,000) | AID 602162;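 active means fluorescence ratio to DMSO below 75%, the collection mean minus 3 SD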;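 further: signal is porphyrin accumulated inside mitochondria; 100% equals median channel fluorescence of DMSO control wells; lower ratio means ABCB6 inhibition with less porphyrin fluorescence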
# MC4R antagonist: antagonists of human melanocortin 4 receptor (MC4R). P32245. MC4R-expressing cells, MTII-stimulated cAMP, LANCE TR-FRET. inhibition, % at 6.5 µM. actives 0.48% (n = 360,000). AID 540295;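 active means inhibition above its plate's cutoff, the mean of tested wells on that plate plus 3 SD, cut at about 29% in these data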;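 further: 0% = Melanotan II alone and 100% = Melanotan II plus saturating MCL0020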
#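 Material: U2OS-MC4R stable cell line | Reagent: Melanotan II challenge after compound preincubation | Doses: One concentration, 6.5 µM nominal | Incubation: 30-min compound preincubation, 1-h Melanotan II challenge, 1-h detection, room temperature | Signal: TR-FRET cAMP assay | Replicates: One well per compound, no replicates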
# Glyco luc inh: blocks N-linked glycosylation in D54 reporter cells; D54 ERlucT glycosylation luciferase reporter, 24 h; percent of 100 nM tunicamycin response; reporter increase, % at 12.5 µM; actives 0.23% (n = 360,000); AID 588692;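 active means mean luciferase reporter signal, scaled so untreated is 0 and the glycosylation-blocking control 100, at or above a set limit in every replicate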;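 further: luciferase carries N-glycosylation sites so blocking glycosylation raises the light; 0% = median of neutral control wells and 100% = median of 100 nM tunicamycin wells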
# NOD2-RIPK2 inh: NOD2-RIPK2 protein interaction inhibition | O43353 | CHO BLA complementation NOD2-RIPK2, CCF4 ratio | inhibition, % at 4.98 µM | actives 0.38% (n = 360,000) | AID 624267; in the data active means inhibition above about 21%;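 further: 0% = vehicle only and 100% = reference blocker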
# Target sequence (O43353 whole entry, looked up): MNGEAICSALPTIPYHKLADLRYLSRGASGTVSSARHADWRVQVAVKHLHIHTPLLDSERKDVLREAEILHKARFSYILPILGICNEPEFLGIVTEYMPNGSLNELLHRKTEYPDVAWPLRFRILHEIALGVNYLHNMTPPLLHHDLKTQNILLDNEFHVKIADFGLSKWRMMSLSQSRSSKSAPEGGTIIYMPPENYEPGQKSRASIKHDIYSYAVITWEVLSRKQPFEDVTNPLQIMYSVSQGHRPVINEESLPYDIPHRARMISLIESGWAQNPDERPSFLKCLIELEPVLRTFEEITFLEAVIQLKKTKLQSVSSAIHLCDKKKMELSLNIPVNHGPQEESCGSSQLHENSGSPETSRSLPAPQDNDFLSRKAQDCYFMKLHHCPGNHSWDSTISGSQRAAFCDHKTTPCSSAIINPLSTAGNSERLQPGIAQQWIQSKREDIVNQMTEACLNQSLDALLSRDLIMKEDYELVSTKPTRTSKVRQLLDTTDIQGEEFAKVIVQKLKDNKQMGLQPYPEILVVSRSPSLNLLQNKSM
# MC4R ag barr: agonists of human melanocortin 4 receptor (MC4R) beta-arrestin | P32245 | U2OS MC4R beta-arrestin complementation, luminescence; percent of melanotan II response, DMSO zero | activation, % at 8.9 µM | actives 0.98% (n = 360,000);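 active means activation above a per-plate cutoff, the mean activation of sample wells on that plate plus 3 SD, cut at about 8% in these data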
# SRC2 inh: inhibits human steroid receptor coactivator 2. inhibition, % at 9 µM. HEK293 GAL4-SRC2 luciferase reporter, luminescence. actives 0.17% (n = 370,000). AID 651957. Q15596;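 active means inhibition above the mean inhibition of all tested compounds plus 3 SD, set per campaign, cut at about 52% in these data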;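 further: 0% = DMSO treated cells and 100% = cells given Gossypol at 36 µM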
# HTR2A ag: agonists of mouse serotonin 5-HT2A receptor (HTR2A); P35363; actives 0.66% (n = 360,000); activation, % at 7.6 µM; CHO-K1 mHTR2A beta-arrestin complementation, luminescence; percent of 30 µM serotonin response;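 active means activation above a run cutoff, the mean activation of all tested compounds plus 3 SD, cut at about 14% in these data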;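 further: 0% = plate median of compound wells and 100% = 30 µM serotonin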
# Target sequence (P35363 whole entry, looked up): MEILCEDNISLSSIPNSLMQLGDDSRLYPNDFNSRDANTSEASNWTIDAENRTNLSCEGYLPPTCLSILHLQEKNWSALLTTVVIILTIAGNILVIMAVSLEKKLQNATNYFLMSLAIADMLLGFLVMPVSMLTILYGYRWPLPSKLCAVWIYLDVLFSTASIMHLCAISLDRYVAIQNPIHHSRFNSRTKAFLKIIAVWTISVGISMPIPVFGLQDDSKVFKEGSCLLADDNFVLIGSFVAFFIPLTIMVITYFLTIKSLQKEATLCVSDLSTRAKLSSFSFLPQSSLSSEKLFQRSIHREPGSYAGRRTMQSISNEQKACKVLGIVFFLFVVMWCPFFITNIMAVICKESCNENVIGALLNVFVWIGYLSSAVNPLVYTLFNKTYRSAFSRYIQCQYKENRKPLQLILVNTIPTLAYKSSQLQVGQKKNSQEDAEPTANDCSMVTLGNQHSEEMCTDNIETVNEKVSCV
# The depositor's hits bear a star; · = no result given. An excerpt; count on the stated rates, not on these rows.
SMILES,TLR9-MyD88 inh,Cardio protect,ABHD5-PLIN5 inh,ABCB6 inh MLPCN,MC4R antagonist,Glyco luc inh,NOD2-RIPK2 inh,MC4R ag barr,SRC2 inh,HTR2A ag
O=C(COC(=O)CNC(=O)c1ccccc1Cl)NC1CCCC1,-8,2,1,89,2,2,-5,-2.1,10,-7
CN(Cc1nc2ccccc2n1C)S(=O)(=O)c1ccc(F)cc1,-2,-6,-3,93,1,-2,7,-0.5,-11,-4
COc1ccc(-n2c(=S)[nH]c3cc(C(=O)NCc4ccc(F)cc4)ccc3c2=O)c(OC)c1,-3,-2,-5,171,13,8,-3,-0.1,4,-7
CCOC(=O)/C(C#N)=C/Nc1ccsc1C(C)=O,-2,1,0,99,3,0,-16,-1.0,9,-2
CC(=O)c1ccc(OCc2cc(C(=O)N3CCN4CCCC4C3)no2)cc1 (centres undefined),-2,-2,-6,97,4,0,6,-1.0,-28,2
Nc1c(C(=O)CSc2n[nH]c(-c3ccccc3Br)n2)c(=O)[nH]c(=O)n1C1CC1,-4,-2,-3,93,8,2,-4,-0.8,6,-2
COc1cc2c(cc1OC)[C@H](C)N(C(=O)COc1ccccc1)CC2,-15,9,-5,92,11,-3,-1,-0.2,1,11
Cc1ccc(C)c(S(=O)(=O)N2CCN(C(=O)c3cnccn3)CC2)c1,0,-3,-1,99,1,3,6,-1.0,-14,1
COC(=O)c1cc(S(=O)(=O)Nc2cccc(OC)c2)cn1C,-5,-9,1,97,6,-2,-1,-0.8,0,1
COc1ccccc1N(C(C)=O)C1SC(=O)N(c2ccccc2)C1=O (centres undefined),-14,1,2,99,3,-1,0,-1.0,-27,0
Cc1ccccc1NC(=O)Cc1nc(COC(=O)CNS(=O)(=O)c2cccc(Br)c2)cs1,-3,3,2,98,22,2,-13,-1.2,19,7
CCNC(=O)N1C(CC(=O)OCC)C(=O)NC2CCCCC21 (centres undefined),6,5,-5,96,3,1,4,-2.0,-12,2

# Four compounds picked at random from those above:
SMILES,TLR9-MyD88 inh,Cardio protect,ABHD5-PLIN5 inh,ABCB6 inh MLPCN,MC4R antagonist,Glyco luc inh,NOD2-RIPK2 inh,MC4R ag barr,SRC2 inh,HTR2A ag
COC(=O)c1cc(S(=O)(=O)Nc2cccc(OC)c2)cn1C,-5,-9,1,97,6,-2,-1,-0.8,0,1
COc1ccccc1N(C(C)=O)C1SC(=O)N(c2ccccc2)C1=O (centres undefined),-14,1,2,99,3,-1,0,-1.0,-27,0
CN(Cc1nc2ccccc2n1C)S(=O)(=O)c1ccc(F)cc1,-2,-6,-3,93,1,-2,7,-0.5,-11,-4
CCOC(=O)/C(C#N)=C/Nc1ccsc1C(C)=O,-2,1,0,99,3,0,-16,-1.0,9,-2

# Next section.
SMILES,TLR9-MyD88 inh,Cardio protect,ABHD5-PLIN5 inh,ABCB6 inh MLPCN,MC4R antagonist,Glyco luc inh,NOD2-RIPK2 inh,MC4R ag barr,SRC2 inh,HTR2A ag
Cc1cccc(C(=O)NNC(=O)C2CC2)c1,12,6,3,92,1,1,-7,-3.3,-5,0
CC(C)c1cc(C(=O)NC2CCCCCC2)c2ccccc2n1,6,-14,14,85,5,-2,-8,-0.1,13,-2
Cc1cc(C)cc(Nc2cnn(C34CC5CC(CC(CC(=O)O)(C5)C3)C4)c(=O)c2Cl)c1,-1,1,9,95,-6,3,-7,0.0,-19,2
O=C1Nc2cc(C(=O)NCC3CCCO3)ccc2S/C1=C/c1ccccc1F (centres undefined),0,4,4,88,7,-2,7,-0.8,7,-4
CCOc1ccc(S(=O)(=O)N(CC(=O)N2CCC(C(N)=O)CC2)c2ccc(F)cc2)cc1,0,2,1,98,-4,2,-6,0.8,6,-2
Cc1ccccc1OCC(=O)OCC(=O)NC1CC1,-14,10,-3,94,0,0,-5,-1.8,8,0
CN(C=[N+](C)C)c1cccc2c1C(=O)c1ccccc1C2=O,13,0,2,103,-5,6,-10,-3.0,-27,3
O=C(NCCN1CCN(c2ccccc2)CC1)Nc1ccccc1Br,4,-4,4,95,15,0,8,-1.5,-4,0
Cc1nc(-c2cccs2)sc1C(=O)NN,3,1,-1,99,-5,0,0,7.5,-15,2
Cc1cc(C)n(CC(O)Cn2c3ccccc3c3ccccc32)c(=O)n1 (centres undefined),6,6,-3,80,4,-1,0,0.0,-20,-1
CC(Oc1nc2c(c(=O)n(C)c(=O)n2C)n1C)C1CCCCC1 (centres undefined),-2,1,-7,93,3,-3,-4,0.8,-7,4
C/C(=N\NC(=O)CSCc1cccc(Br)c1)c1ccc([N+](=O)[O-])cc1,-3,-4,-3,97,8,0,-4,-0.8,-9,0
Cc1cc2c(c(C#N)c1C)NC=NC2C (centres undefined),-6,26,-1,104,9,7,-6,0.5,10,-7
CCOC(=O)Cc1nnc(NC(=O)CCc2ccccc2)s1,10,5,-2,102,7,0,-1,-1.5,25,6
CCOC(=O)N1CCN(c2nc(-c3cccs3)nc3ccccc23)CC1,-3,8,6,98,24,-3,-7,-1.7,3,2
CCCCCCSc1ccc([C@H]2N[C@@](CC(C)C)(C(=O)OC)[C@H]3C(=O)N(C)C(=O)[C@@H]23)cc1,11,-6,-7,99,7,-4,-3,0.2,12,6
COc1ccccc1NC(=O)CSc1nc(N)cc(N)n1,1,1,2,100,7,-5,-13,-0.5,26,6
Cc1ccc(S(=O)(=O)NNC(=O)c2cccc(O)c2)cc1,-7,1,-4,100,9,2,-6,-1.1,5,3
CC1(C(=O)Nc2ccccc2)Cc2ccccc2C(=O)O1 (centres undefined),-3,1,-6,109,2,1,9,-1.8,1,0
COC(=O)c1ccc(-n2nnnc2SCc2nn[nH]n2)cc1,0,1,4,101,5,1,4,-2.3,-9,-2
CC1CCN(c2nc3c(=O)[nH]c(N)nc3n2[C@@H]2O[C@H](CO)[C@@H](O)[C@H]2O)CC1,-5,7,-3,104,14,0,-9,-0.7,2,3
COc1ccc(OC)c(CCNC(=O)CCn2nc(C)c3c(C)n(-c4ccccc4)nc3c2=O)c1,4,0,-5,101,-4,-1,-4,-1.0,-16,2
O=c1cc(NCc2ccc3c(c2)OCO3)[nH]c(=O)n1-c1ccc(Cl)cc1,7,9,-11,95,20,0,1,-1.3,10,-7
O=C(Nc1ccc(Br)cc1)c1cc(-c2ccncc2)nc2ccccc12,3,-1,-1,103,6,4,-3,0.3,8,-8
CC(=O)Nc1ccc(S(=O)(=O)Nc2nc3c(s2)CCCC3)cc1,4,-6,-2,112,0,1,-8,-0.6,-10,-3
COc1cccc(N2CCN(c3ccc([N+](=O)[O-])cn3)CC2)c1,16,0,-1,97,8,-1,-1,-1.2,10,1
COc1cc(/C=C(\C(=O)O)c2ccc(S(=O)(=O)N3CCCC3)s2)ccc1OCCC(C)C,-7,11,-14,105,5,3,3,-1.5,9,4
O=C(NCCc1ccccc1Cl)C1CCN(S(=O)(=O)c2cccs2)CC1,0,-6,4,101,7,-3,-8,-1.3,-5,5
N#Cc1c(NC(=O)CN2C(=O)c3ccccc3C2=O)oc(-c2ccccc2)c1-c1ccccc1,-6,-8,1,98,3,1,-6,-0.7,18,-1
Cc1ccc(C2=NN(C(=O)CSc3nc(N)cc(N)n3)C(c3ccco3)C2)cc1 (centres undefined),4,-6,13,107,6,0,-1,-1.8,3,4
CCc1ccc(CNC(=O)c2nn(C)c3c2CS(=O)(=O)c2ccccc2-3)cc1,-19,0,-3,97,8,0,-5,-0.9,-1,-8
Cc1cc(C)cc(N(C(=O)c2csnn2)C(C(=O)NC2CCCC2)c2ccccn2)c1 (centres undefined),-4,2,1,96,-3,-1,-3,1.3,1,0
CCOC(=O)c1c(C)c(C(=O)Nc2ccc3c(c2)OCCO3)c(C)n1C,2,-1,0,88,-9,1,-4,1.0,-36,-5
O=C(CNC(=O)c1cccc(OC(F)F)c1)OCC(=O)c1ccccc1,-11,8,-3,101,18,3,1,0.0,11,2
Cc1ccc(CC(=O)Nc2nc3ccccc3s2)cc1,-6,-6,-7,101,-2,-5,3,1.1,-31,-2
O=C(N/N=C1\C(=O)c2cccc3cccc1c23)c1ccc(O)cc1,-4,-3,-1,92,-15,3,-7,1.9,-27,1
CCOc1cc(C(C(=O)NCC2CCCO2)N(C(=O)Cn2nnc3ccccc32)c2ccccc2C(C)=O)ccc1O (centres undefined),-4,2,2,101,18,1,-7,0.6,18,-9
Cc1nn(C)cc1C(=O)NNC(=S)Nc1ccc(Cl)cc1,2,8,-1,90,4,1,-6,0.2,-4,-3
CCOC(=O)Cn1cncc1-c1ccc([N+](=O)[O-])cc1,4,0,-5,98,1,1,4,-2.5,-25,1
CC(C)S(=O)(=O)NC(=O)C1(C)CCN1C(=O)Cc1ccccc1 (centres undefined),·,1,2,97,-4,0,-3,-1.1,-32,-3
C/C(N)=C(/C#N)C(=O)COC(=O)c1ccc(C)c(S(=O)(=O)N2CCCCC2)c1,-1,-4,1,93,10,0,-2,-1.9,9,-4
CCn1c(SCc2ccc(C)cc2)nnc1C1CCN(S(=O)(=O)c2ccc(OC)cc2)CC1,-15,-6,5,92,5,-2,-5,-0.5,7,2
CCn1nnnc1NCc1ccc(N2CCCC2)cc1,-6,7,4,102,-2,-2,-11,0.4,11,5
CSC(=O)NC(=O)NC(=O)c1ccc([N+](=O)[O-])cc1,-1,-4,-8,104,27,3,0,1.6,-23,14
O=C(O)CSc1cc(NS(=O)(=O)c2cccc([N+](=O)[O-])c2)c2ccccc2c1O,7,-16,-8,103,12,8,2,0.0,-13,-6
CC1(C(=O)NCCc2c[nH]c3ccccc23)CCN1CC1CCCCC1 (centres undefined),·,-2,2,96,6,-2,-13,4.9,3,1
Cc1ccc(NC(=O)C2CCN(S(=O)(=O)c3ccc4c(c3)NC(=O)C(C)S4)CC2)c(Cl)c1 (centres undefined),-10,-8,1,100,3,-2,-8,-2.7,3,-6
Cc1ccc(C(=O)NC(C)C2CC3CCC2C3)cc1 (centres undefined),·,-5,3,92,2,-1,-16,1.0,-27,6
COc1ccc(-c2cccc3c2NC(=O)C3=O)cc1OC,2,-8,0,99,-9,9,5,-1.7,-10,-4
CC(=O)N1CCN(C(=O)COC(=O)c2oc3ccccc3c2C)CC1,-6,4,3,101,4,0,0,-0.6,8,1
Cc1[nH][nH]c(=O)c1C(c1cc2c(cc1Br)OCO2)c1c(C)[nH][nH]c1=O,-2,0,-4,101,1,0,-3,0.1,10,-4
Cc1cnc(C(=O)OCC(=O)c2c(N)n(CC(C)C)c(=O)n(C)c2=O)cn1,-2,2,-4,100,-1,0,3,-3.6,2,4
CCN(CC)S(=O)(=O)c1cc(C(=O)NCCN2CCOCC2)ccc1Cl,-9,0,-7,99,3,1,4,-0.3,-18,-3
O=C(NCc1ccco1)C1CC(c2ccc(Cl)c(Cl)c2)=NO1 (centres undefined),0,-2,1,99,-15,18,-4,-5.2,3,7

# Source: PubChem BioAssay (several laboratories)
